# SENP1 inh: blocks the human SENP1 SUMO protease catalytic domain; Q9P0U3; recombinant SENP1 catalytic domain, CyPet-SUMO1-YPet FRET cleavage; inhibition, % at 10 µM; actives 0.21% (n = 360,000);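 active means inhibition at least 30% at 10 µM, raw YFP signal under a set limit, fluorescence ratio 0.5 to 1.5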;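 further: 0% = enzyme with DMSO and 100% = no enzyme wells; some results filed as inactive read as strong as hits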
#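 Test system: hSENP1 catalytic domain, recombinant; Amount: 20 pM final SENP1 enzyme; Medium: Tris pH 8 buffer plus EDTA, NaCl, BME, BSA, NP40, catalase; Schedule: 50 min enzyme reaction, room temperature, light-protected; Technique: FRET fluorescence in CFP and YFP emission channels; Controls: no-enzyme wells low, DMSO-plus-enzyme wells high control.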
# hIAP block: human IAP inhibition. inhibition, % at 10 µM. AID 2544. actives 0.12% (n = 330,000). P09923. purified IAP, CDP-Star luminescence, 30 min;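 active means inhibition reaching a set limit with compound at 10 µM in the primary screen, cut at about 35% in these data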;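 further: plate controls were DMSO wells with enzyme for no effect and no-enzyme buffer wells for full effect; values of inactives mirror those of a sister screen read the other way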
# Target sequence (P09923 whole entry, looked up): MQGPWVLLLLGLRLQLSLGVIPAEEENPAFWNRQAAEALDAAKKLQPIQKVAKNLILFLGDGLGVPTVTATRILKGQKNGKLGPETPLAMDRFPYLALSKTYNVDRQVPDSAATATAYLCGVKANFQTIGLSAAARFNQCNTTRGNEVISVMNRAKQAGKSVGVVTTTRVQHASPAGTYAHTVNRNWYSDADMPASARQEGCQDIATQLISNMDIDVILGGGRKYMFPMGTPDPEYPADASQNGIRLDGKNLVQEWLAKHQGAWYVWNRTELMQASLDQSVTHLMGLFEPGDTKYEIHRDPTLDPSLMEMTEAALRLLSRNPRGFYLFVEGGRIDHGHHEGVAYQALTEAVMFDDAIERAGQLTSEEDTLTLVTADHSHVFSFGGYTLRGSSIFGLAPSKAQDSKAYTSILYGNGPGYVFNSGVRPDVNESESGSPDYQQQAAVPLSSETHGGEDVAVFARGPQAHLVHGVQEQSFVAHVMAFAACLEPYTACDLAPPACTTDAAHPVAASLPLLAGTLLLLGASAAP
# A3G deaminase: inhibitors of human APOBEC3G DNA deaminase; recombinant A3G, ssDNA deamination FAM/TAMRA fluorescence; Q9HC16; actives 0.28% (n = 330,000); inhibition, % at 20 µM;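 active means inhibition of at least 40% at 20 µM, with no more than 30% in the related APOBEC3A deaminase screen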;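 further: plate controls were DMSO wells with A3G for no effect and wells lacking A3G enzyme for full effect; some compounds called inactive have numbers as strong as hits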
# Target sequence (Q9HC16 whole entry, looked up): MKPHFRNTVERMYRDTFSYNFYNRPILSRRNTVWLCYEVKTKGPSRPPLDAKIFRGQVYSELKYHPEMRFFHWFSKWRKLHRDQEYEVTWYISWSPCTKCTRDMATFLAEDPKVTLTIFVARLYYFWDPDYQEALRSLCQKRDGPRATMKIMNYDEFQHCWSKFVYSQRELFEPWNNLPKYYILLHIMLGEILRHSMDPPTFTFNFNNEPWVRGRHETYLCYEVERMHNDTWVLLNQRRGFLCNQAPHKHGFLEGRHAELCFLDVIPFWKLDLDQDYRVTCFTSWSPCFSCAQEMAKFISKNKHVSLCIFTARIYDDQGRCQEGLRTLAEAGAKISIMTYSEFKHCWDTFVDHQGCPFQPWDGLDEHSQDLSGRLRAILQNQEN
# hIAP act: increases human intestinal alkaline phosphatase activity; P09923; purified human IAP, CDP-Star luminescence, 30 min; hits give high values; 1 = vehicle-only enzyme, 0 = enzyme-free background; activation factor at 10 µM; actives 0.16% (n = 330,000); AID 2524;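 active means activation factor of the enzyme at least 2-fold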; further: the source names both 10 and 20 µM as test concentration; values of inactives mirror those of a sister screen read the other way
# MIN6 prolif: induces beta-cell replication in MIN6 cells; MIN6 cells proliferation, ATPlite luminescence, 48 h; cells starved in 0.2% serum; 100% = growth in 10% serum; proliferation, % at 10 µM; AID 2380; actives 0.29% (n = 330,000);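 active means compounds whose signal lies at least 3.5 SD above the mean of all wells on their plate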;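 further: 0% = DMSO-treated cells in low-serum medium and 100% = 10% serum control; some compounds called inactive have numbers as strong as hits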
# mIAP inh: blocks mouse intestinal alkaline phosphatase; purified mouse IAP, CDP-Star luminescence, 30 min; inhibition, % at 10 µM; actives 0.2% (n = 330,000);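 active means inhibition of at least 40% at 10 µM in the primary screen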;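 further: plate controls were DMSO with enzyme for no effect and no enzyme wells for full effect; values of inactives mirror those of a sister screen read the other way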
# mIAP act: increases mouse intestinal alkaline phosphatase activity | muIAP, CDP-Star luminescence, 30 min; hits give high values; 1 = vehicle-only enzyme signal, 0 = enzyme-free wells | activation factor at 10 µM | actives 0.24% (n = 330,000);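 active means activation factor of at least 2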; further: the source names both 10 and 20 µM as test concentration; values of inactives mirror those of a sister screen read the other way
#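 Assay system: mouse IAP enzyme; reagent: chemiluminescent substrate CDP-Star; dosing: test compounds delivered from DMSO solution; schedule: 30 min at room temperature; measured by: luminescence from enzymatic CDP-Star hydrolysis; controls: DMSO-only wells and no-enzyme negative control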
# NALP3 yeast inh: inhibitors of NALP3 inflammasome in yeast. Yeast reconstituted NLRP3/ASC/caspase-1, beta-gal luminescence, 24 h. inhibition, % at 10 µM. actives 0.39% (n = 330,000). AID 2825;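 active means inhibition of 50% or more; inactive means inhibition below 50%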;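 further: plate controls were induced DMSO wells for no effect and uninduced yeast grown without galactose for full effect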
# A3A deaminase: blocks human APOBEC3A ssDNA deamination; recombinant A3A, FAM/TAMRA ssDNA deamination fluorescence; actives 0.41% (n = 330,000); inhibition, % at 20 µM; AID 493011;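 active means at least 40% inhibition at 20 µM here, with at most 30% in a related deaminase screen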;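 further: plate controls were A3A with DMSO for no effect and wells lacking A3A enzyme for full effect; some results filed as inactive read as strong as hits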
# Target sequence (P31941 whole entry, looked up): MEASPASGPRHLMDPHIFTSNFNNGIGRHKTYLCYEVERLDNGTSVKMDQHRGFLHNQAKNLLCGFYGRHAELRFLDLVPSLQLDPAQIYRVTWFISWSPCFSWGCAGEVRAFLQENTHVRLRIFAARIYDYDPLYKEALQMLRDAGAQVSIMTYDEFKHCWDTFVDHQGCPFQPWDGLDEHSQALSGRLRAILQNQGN
# Active calls of the source: *; . = no result given.
(1) Cc1ccc(OCCCSc2ncccn2)cc1C
(2) COc1cccc(CN2CC(C(=O)NCc3ncc(C)[nH]3)CCC2=O)c1 (configuration not stated)
(3) O=C(CN1CCN(c2ccc(F)cc2)CC1)Nc1cccnc1Cl
(4) CCOc1ccc(C(=O)OCC(=O)NCCCc2ccccc2)cc1
(5) CCOc1ccc(N2C(=O)CSC2=NC#N)cc1
(6) Cc1ccc(-n2ncc(-c3nnc(SCC(=O)NC4CCCC4)o3)c2N)cc1C
compound no.,1,2,3,4,5,6
SENP1 inh,2,-1,2,1,-2,1
hIAP block,2,9,-4,-4,-8,13
A3G deaminase,0,-6,-3,-4,-9,0
hIAP act,0.98,0.91,1,1,1.1,0.87
MIN6 prolif,-1,5,3,3,-1,0
mIAP inh,0,-1,2,-9,8,0
mIAP act,1,1,0.98,1.1,0.92,1
NALP3 yeast inh,8,18,-2,24,12,10
A3A deaminase,-1,-1,0,-3,-4,-4

# Arranged by the number under hIAP act (highest first): some entries from above.
no. | structure | SENP1 inh | hIAP block | A3G deaminase | hIAP act | mIAP inh | mIAP act | NALP3 yeast inh | A3A deaminase
4 | CCOc1ccc(C(=O)OCC(=O)NCCCc2ccccc2)cc1 | 1 | -4 | -4 | 1 | -9 | 1.1 | 24 | -3
1 | Cc1ccc(OCCCSc2ncccn2)cc1C | 2 | 2 | 0 | 0.98 | 0 | 1 | 8 | -1
2 | COc1cccc(CN2CC(C(=O)NCc3ncc(C)[nH]3)CCC2=O)c1 (configuration not stated) | -1 | 9 | -6 | 0.91 | -1 | 1 | 18 | -1
6 | Cc1ccc(-n2ncc(-c3nnc(SCC(=O)NC4CCCC4)o3)c2N)cc1C | 1 | 13 | 0 | 0.87 | 0 | 1 | 10 | -4

# (further entries)
(7) COc1ccccc1N1CCN(C(=O)CCCNC(=O)Cn2cnc3sc(C)c(C)c3c2=O)CC1
(8) O=C(CCN1CCN(CC(=O)Nc2ccccc2F)CC1)Nc1ccccc1F
(9) Cc1cc(C(=O)COC(=O)c2cnccn2)c(C)n1-c1ccc(Br)cc1
(10) Cc1nn(CC(=O)NCc2ccccn2)c(C)c1[N+](=O)[O-]
(11) CC(C)[C@H](NC(=O)[C@@H]1CSC2c3ccccc3C(=O)N21)C(=O)NCc1ccncc1 (some centres not stated)
(12) CCOc1ccc(NC2=C(Cl)C(=O)N(C3CCCCC3)C2=O)cc1
compound no.,7,8,9,10,11,12
SENP1 inh,0,3,-2,0,3,6
hIAP block,11,-1,-5,-1,13,-40
A3G deaminase,-13,-4,-10,3,-2,-4
hIAP act,0.89,1,1,1,0.87,1.4
MIN6 prolif,1,1,-4,1,-1,-2
mIAP inh,2,2,-7,-2,8,7
mIAP act,0.98,0.97,1.1,1,0.92,0.93
NALP3 yeast inh,10,18,-23,2,7,6
A3A deaminase,-2,-3,-5,4,0,-1

(13) O=C(C1CCCN(S(=O)(=O)c2ccc(Br)cc2)C1)N1CCN(Cc2ccccc2)CC1 (configuration not stated)
(14) Cc1cc(OC2CCCCC2)nc(-c2ccccc2O)n1
(15) CC1CCc2nc3ccccc3c(C(=O)OCC(=O)N3CCc4ccccc43)c2C1 (configuration not stated)
(16) COc1c(Cl)cc(C(=O)Nc2ccc(Cl)cn2)cc1Cl
(17) Cc1c(C(=O)Oc2ccc(Cl)cc2)n(C)oc1=O
(18) COc1ccccc1-n1ccnc(SCC(=O)NC2CCCCC2)c1=O
compound no.,13,14,15,16,17,18
SENP1 inh,-2,0,-2,2,4,1
hIAP block,-4,2,6,5,-29,19
A3G deaminase,-10,-7,-1,11,-6,5
hIAP act,1,0.98,0.94,0.95,1.3,0.81
MIN6 prolif,-2,-7,2,0,0,-5
mIAP inh,-7,0,11,-8,-13,5
mIAP act,1.1,1,0.89,1.1,1.1,0.95
NALP3 yeast inh,-12,12,13,0,9,11
A3A deaminase,-4,-1,-1,11,-1,2

(19) O=C(CNc1cccc(S(=O)(=O)N2CCCCC2)c1)Nc1cccc(F)c1
(20) CCCOc1ccc(Cc2c(Cl)nc(SC)nc2OC)cc1
(21) CC/C(=N\NC(=O)c1c[nH]c2ccccc12)c1cccs1
(22) CCn1c(Cc2ccccc2)nnc1SCC(=O)Nc1nccs1
(23) COC(=O)/C(=N/Nc1ccccc1C)Sc1nnc(C(O)c2ccccc2)n1-c1ccccc1 (configuration not stated)
(24) O=C(Nc1cccnc1Cl)c1cc(-c2ccc(Cl)cc2)on1
compound no.,19,20,21,22,23,24
SENP1 inh,-19,0,0,1,5,-1
hIAP block,-5,-3,-7,5,-6,13
A3G deaminase,-8,-9,7,-2,-9,2
hIAP act,1.1,1,1.1,0.95,1.1,0.87
MIN6 prolif,-1,-6,-2,0,-1,-2
mIAP inh,-9,-3,-17,0,4,-6
mIAP act,1.1,1,1.2,1,0.96,1.1
NALP3 yeast inh,13,9,2,10,12,-4
A3A deaminase,0,0,0,-3,-4,4

(25) C#CCNC(=O)C1=C[C@@H](c2ccccc2)C[C@@H](OCCCCO)O1
(26) Fc1ccc(NC(=S)N2CCSC2c2cccs2)cc1 (configuration not stated)
(27) CN(C)c1cccc(NC(=O)Cc2ccc(F)cc2)c1
(28) Nc1nc2c(c3c1c(=O)oc1ccccc13)CCCCC2
(29) COC(=O)c1cn(-c2ccccc2)c(C)c1C(=O)OC
(30) N#CCCN(/N=C/c1cccnc1)C1=NS(=O)(=O)c2ccccc21
compound no.,25,26,27,28,29,30
SENP1 inh,-9,0,-4,-91,3,-1
hIAP block,-2,2,-33,-4,-10,-7
A3G deaminase,-5,-6,-3,-6,-2,-9
hIAP act,1,0.98,1.3,1,1.1,1.1
MIN6 prolif,-4,1,1,1,0,-1
mIAP inh,-7,4,-9,-3,-1,1
mIAP act,1.1,0.96,1.1,1,1,0.99
NALP3 yeast inh,9,1,18,25,7,-23
A3A deaminase,-4,-4,-5,-6,0,-5

(31) CCC(CC)C(=O)NCc1ccc2c(c1)cc(C)n2C
(32) CC(C)N(CC(N)=O)C(=O)Cc1coc2cc3c(cc12)CCC3
(33) O=C(Nc1ccccc1N1CCCCC1)c1ccc(Cl)cc1
(34) Cc1cccc(C(=O)NC2CCN(CC(=O)NCc3cccs3)CC2)c1
(35) O=C(NC1CCSc2ccccc21)c1cccc(OC(F)F)c1 (configuration not stated)
(36) NC(=O)N/N=C/c1ccc(-c2ccc([N+](=O)[O-])cc2)o1
compound no.,31,32,33,34,35,36
SENP1 inh,-10,-9,0,0,0,-34
hIAP block,12,4,-12,-9,-10,13
A3G deaminase,-7,-4,12,-4,5,-7
hIAP act,0.88,0.95,1.1,1.1,1.1,0.87
MIN6 prolif,1,0,2,-3,-1,0
mIAP inh,4,-1,2,-4,3,7
mIAP act,0.96,1,0.98,1,0.97,0.93
NALP3 yeast inh,15,3,4,14,28,10
A3A deaminase,-3,3,-2,-4,0,-4

(37) O=C(O)c1ccc(Oc2cc(Oc3ccc(C(=O)O)cc3)cc([N+](=O)[O-])c2)cc1
(38) O=C(c1cc(-c2cccs2)on1)N1CCN(c2ccccc2)CC1
(39) Cc1cc(C(=O)Nc2sc3c(c2C#N)CCC(C(C)(C)C)C3)no1 (configuration not stated)
(40) CCOC(=O)c1c(C)oc2cc(Cl)c(O)c(CN(C)C)c12
(41) CC(C)c1ccccc1NC(=S)NC1CCCCC1
(42) COc1ccc(CC(=O)NC(C)c2nnc(SCC(=O)Nc3cc(C)ccc3OC)n2C)cc1 (configuration not stated)
compound no.,37,38,39,40,41,42
SENP1 inh,-46,3,0,-1,3,3
hIAP block,-24,0,20,-12,-8,-18
A3G deaminase,-2,-4,-9,-5,-7,-5
hIAP act,1.2,1,0.8,1.1,1.1,1.2
MIN6 prolif,-1,-4,-3,-3,-6,-5
mIAP inh,0,10,10,13,-3,-15
mIAP act,1,0.9,0.9,0.87,1,1.1
NALP3 yeast inh,3,27,13,-16,5,19
A3A deaminase,-1,-2,-4,-5,-1,-8

(43) O=C(NC1CCS(=O)(=O)C1)/C(=C/c1ccc(Cl)cc1)NC(=O)c1ccccc1 (configuration not stated)
(44) CC1CCCCN1Cc1nc2ccccc2c(=O)[nH]1 (configuration not stated)
(45) O=C1[C@@H]2C(c3ccccc3Cl)=NO[C@@H]2C(=O)N1Cc1ccccc1
(46) COc1ccc(CCNS(=O)(=O)c2ccc3c(c2)CC(C)N3C(C)=O)cc1OC (configuration not stated)
(47) Cc1ccc(NC2=NC(c3ccc(C)cc3)n3c(nc(C)cc3=O)N2)cc1 (configuration not stated)
(48) CCNC(=S)N1CCN(c2ncccn2)CC1
compound no.,43,44,45,46,47,48
SENP1 inh,0,3,2,1,1,2
hIAP block,13,-22,6,5,4,0
A3G deaminase,-4,-9,-1,-5,0,-4
hIAP act,0.87,1.2,0.94,0.95,0.96,1
MIN6 prolif,0,0,1,-1,2,0
mIAP inh,5,-10,2,9,-22,6
mIAP act,0.95,1.1,0.98,0.91,1.2,0.94
NALP3 yeast inh,7,25,10,7,13,-1
A3A deaminase,0,-4,0,2,1,-1

(49) Cc1ccc(NC(=O)COC(=O)CCc2c[nH]c(=O)[nH]2)cc1
(50) Cc1oncc1C(=O)Nc1cccc(C#N)c1
(51) Cc1ccc(NC(=O)C2CC2C)cc1S(=O)(=O)N1CCOCC1 (configuration not stated)
(52) O=c1c2cc(Cl)ccc2nc(-c2ccccc2)n1O
(53) O=C(Nn1cnnc1)C1CCCN1S(=O)(=O)c1ccc(F)cc1 (configuration not stated)
(54) CC(C)(C)NS(=O)(=O)c1cccc(S(=O)(=O)c2cccc(S(=O)(=O)NC(C)(C)C)c2)c1
compound no.,49,50,51,52,53,54
SENP1 inh,-24,0,-2,1,2,.
hIAP block,-30,-24,0,5,20,13
A3G deaminase,-6,-2,-5,-4,-7,-4
hIAP act,1.3,1.2,0.99,0.95,0.8,0.87
MIN6 prolif,-1,1,-2,2,0,-5
mIAP inh,3,3,2,7,-4,5
mIAP act,0.97,0.97,0.98,0.93,1,0.95
NALP3 yeast inh,-1,-1,9,40,1,7
A3A deaminase,-3,1,-1,-2,-4,1

(55) COc1ccc(NC(=O)N2c3ccccc3C(C)=CC2(C)C)cc1
(56) CCCn1c(=S)[nH]c2cc(C(=O)N3CCN(C4CCCCC4)CC3)ccc2c1=O
(57) CC(C)N(c1ccccc1)c1ccc(NC(=O)CCl)cc1
(58) COC(=O)CNc1nc(-c2ccncc2)nc2ccccc12
(59) COc1cc(OC)cc(-c2nnc(N(C)C(=O)c3ccncc3)s2)c1
(60) COc1cc(/C=N/NC(=O)c2cc(C3CC3)[nH]n2)cc(OC)c1OC
(61) COc1ccc(/C=N\NC(=O)c2ccccc2F)cc1COc1ccc(F)cc1F
compound no.,55,56,57,58,59,60,61
SENP1 inh,-7,-1,1,-3,2,1,2
hIAP block,-5,-31,-5,9,8,-58,2
A3G deaminase,-9,1,-3,-1,-7,0,-4
hIAP act,1,1.3,1.1,0.91,0.92,1.6,0.97
MIN6 prolif,1,-5,-7,0,1,-2,-6
mIAP inh,-5,6,0,10,-6,9,9
mIAP act,1,0.94,1,0.9,1.1,0.91,0.91
NALP3 yeast inh,5,9,-2,0,5,5,23
A3A deaminase,-4,-2,-3,1,3,-1,-3

# Not all compounds are listed. The share of hits here may be higher or lower than overall.
